# From PubChem BioAssay
# RGS12 GoLoco inh: blocks human Gai1 binding to RGS12 GoLoco peptide, red readout | P63096 | Gai1:RGS12 GoLoco peptide FP, rhodamine, 10 min | Potency, µM (top dose mostly 61.6 µM), for inactives: at the top dose activity, negative = inhibition, actives largely listed as inhibitors | 0.44% of 230,000 active | AID 880; active = well fitted inhibition curve with a large enough effect, not every such curve was filed as active; inactive = no such curve, though single readings can be large or run the other way; note: % is set by controls: 0 for no effect and ±100 for the full control effect; nearly all actives have a fitted effect of over 30% in size; many of its hits are not listed in these tables
# Target sequence (P63096 whole entry, looked up): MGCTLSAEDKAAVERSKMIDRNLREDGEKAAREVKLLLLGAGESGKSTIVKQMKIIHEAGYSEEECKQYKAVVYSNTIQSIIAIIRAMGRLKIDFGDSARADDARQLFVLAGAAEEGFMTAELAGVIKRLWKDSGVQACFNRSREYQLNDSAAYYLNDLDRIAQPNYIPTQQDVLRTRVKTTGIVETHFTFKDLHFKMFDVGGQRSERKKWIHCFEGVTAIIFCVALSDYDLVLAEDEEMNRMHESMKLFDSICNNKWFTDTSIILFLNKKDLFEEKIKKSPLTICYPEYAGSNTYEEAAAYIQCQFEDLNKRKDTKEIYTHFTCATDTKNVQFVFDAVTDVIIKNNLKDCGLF
# RECQ1 inh: RECQ1 (human) helicase inhibition; P46063; RECQ1 DNA unwinding, red fluorescence kinetic read; Potency, µM (highest dose often 57.3 µM), inactives show at the top dose activity, negative = inhibition, hits mostly inhibitors; 0.54% of 240,000 active;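 note: plate controls were vehicle for no effect and no enzyme for full effect; nearly all actives have a fitted effect of over 30% in size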
#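 50 nM RECQ1T1 preincubated 15 min with compound in Tris pH 8.0 buffer with MgCl2, DTT, Tween-20 and 2.5 ug/ml poly(dI-dC); started with 200 nM TAMRA/BHQ-2 forked duplex and 2 mM ATP. Unwinding read as fluorescence (525/598 nm), two reads 2 h apart.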
# NPSR antag: neuropeptide S receptor (human) antagonism, cAMP; CHO-NPSR cells, cAMP TR-FRET, antagonist mode; Potency, µM (doses to about 38.3 µM), for the others: at the highest dose activity change, negative = inhibition, actives largely listed as inhibitors; 1% of 220,000 active; note: % is set by controls: 0 for no effect and ±100 for the full control effect; nearly all actives have a fitted effect of over 50% in size; many of its hits are not listed in these tables
# Target sequence (Q6W5P4 whole entry, looked up): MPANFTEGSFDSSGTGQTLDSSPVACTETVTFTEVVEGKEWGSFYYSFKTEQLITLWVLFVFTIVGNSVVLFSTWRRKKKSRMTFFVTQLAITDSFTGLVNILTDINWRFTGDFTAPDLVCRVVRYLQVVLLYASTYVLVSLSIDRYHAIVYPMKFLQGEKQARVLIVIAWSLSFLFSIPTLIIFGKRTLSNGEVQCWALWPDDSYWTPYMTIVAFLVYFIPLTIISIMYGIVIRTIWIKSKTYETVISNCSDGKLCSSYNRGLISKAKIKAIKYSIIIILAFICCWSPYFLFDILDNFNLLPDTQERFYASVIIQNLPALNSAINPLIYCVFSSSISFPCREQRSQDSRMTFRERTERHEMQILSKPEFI
# Epigenetic reg: regulators of epigenetic silencing causing reporter derepression in mouse cells | Potency, µM (doses to about 53.9 µM), without a hit: top-dose GFP activation, most hits filed as activators | 0.2% of 280,000 active | murine LDR cells, GFP reporter derepression, 30 h; note: % of control where 0% means no effect; nearly all actives have a fitted effect of over 60% in size
#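 Murine LDR cells bearing a silenced CMV-driven GFP reporter were exposed to compound for 30 h at 37 C. After PBS washes, GFP-positive cells (20-120 um objects) counted by laser-scanning microplate cytometry.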
# KinaseGlo FLuc: Kinase-Glo luciferase inhibition (counter-screen); Kinase-Glo luciferase, ATP luminescence, 8 min; 0.28% of 200,000 active; Potency, µM (highest dose often 38.3 µM), inactives show top-dose activity change, negative = inhibition, most hits filed as inhibitors; note: % is set by controls: 0 for no effect and ±100 for the full control effect; nearly all actives have a fitted effect of over 60% in size
#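 Recombinant Kinase-Glo luciferase, 10 uM ATP (linear range), luciferin; imidazole pH 7.2 / KCl / MgCl2 / Tween / BSA buffer; 8 min RT; luminescence.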
# SMN2 splice up: increases expression of the SMN2 splice variant; HEK293 SMN2-luciferase splicing reporter, luminescence, 30-36 h; Potency, µM (series often up to 46.1 µM), inactives show at the top dose activity change, positive = activation, hits mostly activators; 2.8% of 210,000 active; note: % of control where 0% means no effect; nearly all actives have a fitted effect of over 55% in size
#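 qHTS luciferase splicing reporter: luminescence rises when SMN2 exon 7 is included in transfected HEK293 cells. Compound exposure lasted 30-36 h at 37C, with 4.5 mM final sodium butyrate as control, followed by a ONE-Glo read.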
# JMJD2E inh: inhibitors of human JMJD2E histone demethylase | AID 2147 | JMJD2E catalytic domain, FDH-coupled NADH fluorescence (FDH is formaldehyde dehydrogenase) | Potency, µM (titrated, usually from 57.1 µM), for inactives: at the top dose activity change, negative = inhibition, hits mostly inhibitors | 1.6% of 230,000 active | B2RXH2; active = well fitted inhibition curve with a large enough effect, not every such curve was filed as active; inconclusive = small, poorly fitted or top-dose-only effect, or another doubt; inactive = no such curve, though single readings can be large or run the other way;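 note: 0% = wells with enzyme and -100% = buffer wells without enzyme; nearly all actives have a fitted effect of over 50% in size; many of its hits are not listed in these tables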
# Target sequence (B2RXH2 1-337 limits assumed): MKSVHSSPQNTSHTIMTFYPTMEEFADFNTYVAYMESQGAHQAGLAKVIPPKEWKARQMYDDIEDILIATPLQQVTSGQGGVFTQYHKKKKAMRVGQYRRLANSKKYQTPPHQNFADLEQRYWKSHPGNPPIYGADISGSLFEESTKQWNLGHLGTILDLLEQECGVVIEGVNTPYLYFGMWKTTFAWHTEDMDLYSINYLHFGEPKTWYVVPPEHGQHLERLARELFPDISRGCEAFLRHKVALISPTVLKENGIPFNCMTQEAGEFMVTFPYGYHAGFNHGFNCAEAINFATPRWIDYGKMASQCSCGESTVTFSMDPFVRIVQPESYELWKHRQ
# IMPase Li inh: membrane-permeable IMPase blocker, potentiated with lithium. CHO-M1 cells, IP1 TR-FRET (IP-One), carbachol + lithium. AID 1457. 0.35% of 210,000 active. Potency, µM (top dose mostly 59.4 µM), inactives show at the top dose activity, negative = IMPase inhibition, hits mostly inhibitors;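 note: IP1 builds up when IMPase is blocked and the TR-FRET signal falls; plate controls were basal vehicle for no effect and high inhibitor control for full effect; nearly all actives have a fitted effect of over 50% in size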
#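 Readout is a homogeneous TR-FRET IP1 immunoassay (Ex 320, Em 665 and 620), where raised cytosolic IP1 lowers signal. Cells were CHO-M1 treated 30 min at 37C with test compounds plus a little lithium; AC50 values came from Hill-equation fitting.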
# * = called active by the depositor; i = inactive; ? = inconclusive; · = not tested or not shown; & = joins results of further samples; [ ] = dose if it differs, or a comment. Unless noted, calls come from the whole dose curve; as a rule, active = well fitted curve in the direction sought with a large enough effect; inconclusive = small, poorly fitted or top-dose-only effect, or another doubt; inactive = no such curve, though single readings can be large; an effect the other way counts as inactive or inconclusive. Potency is the fitted concentration of half-maximal effect. This is a subset (hit frequency here may not be typical).
SMILES,RGS12 GoLoco inh,RECQ1 inh,NPSR antag,Epigenetic reg,KinaseGlo FLuc,SMN2 splice up,JMJD2E inh,IMPase Li inh
CCOC(=O)c1oc2ccccc2c1NC(=O)COc1cccc(OC)c1,-8.4%,-9.9%,-9.1%[46.1 µM],0.0%,3.3%,-10.6%,5.01µM*,-17.0%[38.3 µM]
CCOC(=O)C1CCCN(c2c(C(=O)c3ccccc3)cnc3ccc(OC)cc23)C1 (stereo unspecified),-0.8%,0.4%,?,2.6%,-2.5%,9.6%,-8.0%,16.6%
Cc1ccc(N(CC(=O)N/N=C/c2ccc(OC3CSC3)cc2)S(=O)(=O)c2ccccc2)cc1,0.7%,-2.4%,-20.9%[46.1 µM],-1.1%,6.7%,24.4%,-7.2%,8.7%
CC(=O)Oc1cc2oc(=O)c3c(c2cc1Cl)CCC3,·,i,-1.6%[46.1 µM],?,·,·,?,·
N#CC1=C(N)Oc2cc3ccccc3cc2C1c1cccs1 (stereo unspecified),4.1%,-6.2%,-8.4%[46.1 µM],3.0%,-1.2%,-8.1%,6.3%,-3.3%[38.3 µM]
CC(=NC(C)C)C1=C(O)CCC1=O,-4.1%,i,7.5%[46.1 µM],0.0%,9.5%,1.8%,4.0%,-4.0%[38.3 µM]
O=C(O)CCSC(=S)N1CCOCC1,2.4%,0.5%,2.9%,0.1%,·,·,1.4%,·
O=C(NCCc1c[nH]c2ccccc12)C1CCC(Cn2c(=S)[nH]c3ccccc3c2=O)CC1 (stereo unspecified),9.7%,-9.2%,-25.4%[46.1 µM],-1.0%,-2.1%,-43.6%[inhibitor],0.4%,10.8%[38.3 µM]
COc1ccc(/C=C/C(=O)Nc2ccccc2C(=O)O)cc1,9.4%,0.1%,-23.4%,-5.2%,-14.8%,3.98µM*,-18.8%,0.2%
O=C(NCc1ccco1)c1cccn2c(=O)c3c4c(sc3nc12)CCCC4,8.0%,i,-8.7%[46.1 µM],0.2%,-0.7%,-28.6%,-5.6%,18.2%[38.3 µM]
Cc1ccc(S(=O)(=O)Nc2ccc(C(N)=O)cc2)cc1[N+](=O)[O-],2.7%,i,-5.0%,1.1%,-1.2%,·,-0.6%,2.0%
O=C(CN1CCCC1)N1CCCc2ccccc21,4.7%,i,7.6%,-4.7%,0.5%,8.0%,?,9.5%
COc1cc(/C=N/NC(=O)c2ccc(CSc3nncn3C)cc2)cc(OC)c1O,-10.3%,-27.8%,0.3%,-0.6%,0.8%,17.4%,-19.7%,19.8%
O=C(O)C1CCCN1S(=O)(=O)c1cc(Cl)ccc1Cl (stereo unspecified),-0.2%,-5.2%,-11.4%[46.1 µM],1.2%,-1.5%,-1.5%,1.4%,-17.4%[38.3 µM]
CC(C)OC(=O)/C(=C\C=C\c1ccccc1)NC(=O)c1ccccc1,30.1%[activator],-3.4%,-28.4%[46.1 µM],-2.7%,2.7%,12.9%,-3.1%,9.5%[38.3 µM]
c1ccc(NC2=Nc3ccccc3CC2)cc1,4.6%,-6.8%,3.8%[46.1 µM],-2.9%,2.6%,11.2%,3.4%,9.9%[38.3 µM]
CN(C(=O)CCc1nc2ccccc2s1)c1ccccc1,4.5%,-1.2%,-3.9%[46.1 µM],-4.6%,6.5%,12.9%,2.4%,3.9%
COc1ccc(N/C=C2\C(=O)CCc3c2oc2cc(Cl)c(O)c(Cl)c32)cc1,-6.0%,-9.2%,26.4%,?,·,·,-20.6%,·
COc1cc(/C=C/CN2CCN(Cc3ccc(C)o3)C(CCO)C2)ccc1O (stereo unspecified),14.4%,i,-17.1%,-2.4%,2.5%,·,-20.6%,12.8%
O=C(Nc1ccc(Cl)cn1)c1cc2ccccc2o1,3.8%,-1.2%,-14.5%[46.1 µM],-0.8%,-8.8%,7.94µM*,?,16.7%[38.3 µM]

# An excerpt of these results, field by field:
Cc1ccc(S(=O)(=O)Nc2ccc(C(N)=O)cc2)cc1[N+](=O)[O-]
- RGS12 GoLoco inh: 2.7%
- RECQ1 inh: i
- NPSR antag: -5.0%
- Epigenetic reg: 1.1%
- KinaseGlo FLuc: -1.2%
- SMN2 splice up: ·
- JMJD2E inh: -0.6%
- IMPase Li inh: 2.0%
CC(C)OC(=O)/C(=C\C=C\c1ccccc1)NC(=O)c1ccccc1
- RGS12 GoLoco inh: 30.1%[activator]
- RECQ1 inh: -3.4%
- NPSR antag: -28.4%[46.1 µM]
- Epigenetic reg: -2.7%
- KinaseGlo FLuc: 2.7%
- SMN2 splice up: 12.9%
- JMJD2E inh: -3.1%
- IMPase Li inh: 9.5%[38.3 µM]

# Further records.
SMILES,RGS12 GoLoco inh,RECQ1 inh,NPSR antag,Epigenetic reg,KinaseGlo FLuc,SMN2 splice up,JMJD2E inh,IMPase Li inh
COc1cccc(-c2nc(CS(=O)CC(=O)NCc3ccccc3)c(C)o2)c1 (stereo unspecified),-7.5%,-8.8%,-3.4%[46.1 µM],-0.2%,0.5%,21.7%,-6.7%,5.5%[38.3 µM]
CN(C(=O)c1cccc(N2C(=O)C3CC=CCC3C2=O)c1)C1CCCCC1 (stereo unspecified),12.4%,1.4%,-14.3%[46.1 µM],0.0%,-7.2%,-59.8%[inhibitor],?,19.6%[38.3 µM]
CCN(Cc1ccc(OC)c(F)c1)C(=O)CCl,5.3%,-0.8%,9.6%,-0.2%,·,·,?,-3.6%
O=C(OCc1nnc(-c2ccc(Cl)cc2)o1)C12CC3CC(CC(O)(C3)C1)C2,14.6%,-5.8%,0.6%,-0.5%,-0.5%,11.7%,-12.3%,-2.5%
Cc1ccc(NC(=O)CCNS(=O)(=O)c2ccccc2)c(C(=O)c2ccccc2)c1,-11.4%,-0.7%,2.1%,3.2%,4.2%,6.4%,4.0%,4.9%
CCCCN(C(=O)CSc1nnc(-c2ccco2)o1)c1c(N)n(Cc2ccccc2)c(=O)[nH]c1=O,9.9%,-4.2%,-6.3%,-1.3%,·,·,-0.1%,·
N[C@@H](C(=O)O)c1ccc(P(=O)(O)O)cc1,13.7%,-9.2%,·,-0.9%,7.0%,·,?,-3.6%
Cc1cccc(OCC(=O)OCC(=O)c2c(N)n(C)c(=O)n(C)c2=O)c1,2.1%,-11.7%,3.3%[46.1 µM],0.0%,-4.6%,-2.2%,11.8%,-9.2%[38.3 µM]
O=C(Nc1cccc(C(F)(F)F)c1)C1CCCO1 (stereo unspecified),16.9%,i,18.9%,1.5%,3.9%,4.0%,-0.2%,9.6%
Cc1ccccc1C(=O)Nc1ccc(N2CCCC2)cc1,-12.5%,-0.5%,34.4%,3.0%,?,·,-7.5%,32.5%[activator]
O=C(OCc1nc2ccccc2s1)c1cnccn1,11.0%,-6.4%,-4.2%[46.1 µM],1.9%,-7.4%,-4.0%,0.8%,-0.8%[38.3 µM]
NC(=O)c1ccccc1N/C=C1\CCCCC1=O,0.3%,i,5.3%,-5.4%,0.3%,8.7%,?,2.5%
CC1=C(CCN2CCN(C(C)C)C(CCO)C2)C(C)(C)CCC1 (stereo unspecified),5.8%,0.0%,-1.3%,1.3%,1.9%,·,-1.5%,5.4%
CCS(=O)CCSC(=N)N (stereo unspecified),4.8%,-7.4%,2.1%[46.1 µM],-4.9%,3.7%,4.9%,8.0%,-1.3%[38.3 µM]
CC(C)Cc1nc2oc3c(NCC(C)O)ncnc3c2c2c1CCCC2 (stereo unspecified),6.3%,-1.2%,-31.9%,4.3%,·,·,?,·
COc1ccc(-n2c(N)c(C(=O)NCc3ccco3)c3nc4ccccc4nc32)cc1OC,18.8%,4.2%,-16.1%,?,2.4%,-14.9%,?,-5.4%
O=C(CCc1nnc(CCCCc2ccccc2)o1)NCCCc1cccnc1,9.1%,-0.5%,-5.9%,-0.2%,-6.5%,-16.1%,-1.4%,10.6%
O=C(Nc1ccc(Cl)cc1)OCCN1CCN(Cc2ccccc2)CCC1=O,-9.9%,i,·,-5.3%,1.3%[39.9 µM],·,·,-1.7%
CCc1ccccc1NC(=O)CN(C)Cc1nc(N)nc(Nc2ccccc2C)n1,7.6%,i,-19.6%[46.1 µM],1.1%,-6.9%,-15.5%,-3.6%,-5.4%[38.3 µM]
COc1ccc(OC)c(Nc2nc(-c3sc(C)nc3C)cs2)c1,2.8%,-15.3%,?,-0.1%,-3.5%,-17.3%,-17.8%,11.0%[38.3 µM]
CC[N+](CC)(CC)CCOc1cccc(OCC[N+](CC)(CC)CC)c1OCC[N+](CC)(CC)CC,10µM*,2.7%,3.1%[46.1 µM],-1.2%,-8.4%,-11.7%,-22.7%,20.4%&13.1%&-2.6%
Nc1ccn(Cc2cccc(Cl)c2)n1,0.3%,-1.1%,13.5%,-2.7%,-1.1%,3.5%,-1.6%,5.1%
CC(C)OC(=O)c1nn2c(C(F)(F)F)cc(-c3ccc(Br)o3)nc2c1Br,·,-15.3%,-9.7%[46.1 µM],-7.8%,·,·,5.2%,·
C=CCn1c(NC(=O)c2ccc(Br)o2)c(C(=O)OCC)sc1=S,3.4%,-3.4%,-18.7%[46.1 µM],-2.4%,8.0%,-41.5%[inhibitor],-19.4%,-8.0%[38.3 µM]
COc1ccc(/C=C/C(=O)OCC(=O)NCCC2=CCCCC2)cc1OC,8.1%,i,-4.0%,-2.2%,0.8%,1.3%,?,20.3%
CC(C)(C)NC(=O)CSc1ccc(C(C)(C)C)cc1,7.8%,8.4%,-8.7%[46.1 µM],-1.2%,10.6%,-64.0%[inhibitor],1.6%,9.4%
Cc1cc(NS(=O)(=O)c2ccc(NC(=S)Nc3ccc(Cl)cc3C)cc2)no1,11.5%,-12.8%,-3.0%,-0.7%,·,·,7.1%,·
C/C(CCC(=O)O)=N/Nc1ccc([N+](=O)[O-])cc1[N+](=O)[O-],-2.5%,i,8.5%,-1.1%,0.6%,-27.3%,-21.3%,6.3%

# Among those listed so far, two contain bromine.
SMILES,RGS12 GoLoco inh,RECQ1 inh,NPSR antag,Epigenetic reg,KinaseGlo FLuc,SMN2 splice up,JMJD2E inh,IMPase Li inh
CC(C)OC(=O)c1nn2c(C(F)(F)F)cc(-c3ccc(Br)o3)nc2c1Br,·,-15.3%,-9.7%[46.1 µM],-7.8%,·,·,5.2%,·
C=CCn1c(NC(=O)c2ccc(Br)o2)c(C(=O)OCC)sc1=S,3.4%,-3.4%,-18.7%[46.1 µM],-2.4%,8.0%,-41.5%[inhibitor],-19.4%,-8.0%[38.3 µM]
